High-throughput results: PubChem BioAssay, National Center for Advancing Translational Sciences (NCATS)
TDP1 inh: qHTS Assay for Inhibitors of Tyrosyl-DNA Phosphodiesterase (TDP1) | Tyrosyl-DNA phosphodiesterase 1 (Homo sapiens), Q9NUW8 | recombinant TDP1, AlphaScreen DNA substrate cleavage | Potency, µM (series often up to 130 µM), without a hit: at the top dose activity change, negative = inhibition, usual class: inhibitors | 350,000 compounds, 0.28% hits | AID 485290, 2010; also: nearly all actives have a fitted effect of over 40% in size
Target sequence (Q9NUW8 whole entry, looked up): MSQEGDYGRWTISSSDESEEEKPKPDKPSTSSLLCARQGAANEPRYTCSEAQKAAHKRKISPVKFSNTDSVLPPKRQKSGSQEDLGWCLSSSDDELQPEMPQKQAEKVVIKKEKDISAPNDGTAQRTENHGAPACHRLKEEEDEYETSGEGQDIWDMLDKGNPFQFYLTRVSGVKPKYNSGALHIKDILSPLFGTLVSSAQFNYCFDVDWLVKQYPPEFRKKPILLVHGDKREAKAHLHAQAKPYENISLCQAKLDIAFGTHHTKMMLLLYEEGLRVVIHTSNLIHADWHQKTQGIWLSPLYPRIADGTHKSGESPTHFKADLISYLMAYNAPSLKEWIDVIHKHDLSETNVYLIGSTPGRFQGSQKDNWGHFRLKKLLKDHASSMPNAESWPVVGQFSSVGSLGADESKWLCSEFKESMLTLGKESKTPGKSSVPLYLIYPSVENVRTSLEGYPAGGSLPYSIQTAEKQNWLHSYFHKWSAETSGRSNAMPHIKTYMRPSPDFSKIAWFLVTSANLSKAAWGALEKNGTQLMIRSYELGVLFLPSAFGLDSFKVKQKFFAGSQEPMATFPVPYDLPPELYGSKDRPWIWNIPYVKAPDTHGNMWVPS
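Tdp1 1 nM final; 15 min RT w/ cpd; substrate 15 nM, 5 min; beads 10 ug/ml, 10 min; AlphaScreen read. Neg ctrl: no enzyme.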
TDP1 cell noCPT: qHTS for Inhibitors of human tyrosyl-DNA phosphodiesterase 1 (TDP1): qHTS in cells in absence of CPT. DT40 Tdp1-/- hTDP1 cells, no CPT, ATP luminescence, 48 h. Potency, µM (highest dose often 46.2 µM), without a hit: at the top dose activity change, negative = growth inhibition, actives largely listed as inhibitors. 420,000 compounds, 15% hits. AID 686978, 2013; also: nearly all actives have a fitted effect of over 55% in size
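DT40 Tdp1-/-;hTDP1 cells, no CPT (DMSO vehicle only), 400 cells/well; compounds pin-transferred; ≥48 hr, 37 °C; CellTiter-Glo 30 min RT dark, luminescence read.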
TDP1 cell CPT: qHTS for Inhibitors of human tyrosyl-DNA phosphodiesterase 1 (TDP1): qHTS in cells in presence of CPT. 420,000 compounds, 12% hits. Potency, µM (titrated, usually from 46.2 µM), inactives show top-dose activity change, negative = growth inhibition, actives largely listed as inhibitors. chicken DT40 Tdp1-/-;hTDP1 cells + 20 nM CPT, ATP luminescence, 48 h; also: nearly all actives have a fitted effect of over 55% in size
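Cell growth measured by CellTiter-Glo luminescence after a minimum 48 h, 37 C compound exposure with 20 nM CPT in Tdp1-knockout DT40 cells stably expressing hTDP1, seeded 400/well; qHTS titration format.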
The depositor's hits bear a star; ? = inconclusive; nt = no result given; [ ] = another dose, or the depositor's remark. Calls follow the shape of the dose curve; as a rule, active = well fitted curve in the direction sought with a large enough effect; inconclusive = small, poorly fitted or top-dose-only effect, or another doubt; inactive = no such curve, though single readings can be large; an effect the other way counts as inactive or inconclusive. % is scaled to controls: 0 for no effect and ±100 for the full control effect; potency is read from the fitted curve at half-maximal effect.

entry | compound | TDP1 cell CPT | TDP1 inh | TDP1 cell noCPT
1 | O=C(CN1C(=O)/C(=C/c2ccccc2F)Sc2ccccc21)NCCCN1CCOCC1 | ? | 6% | -20%
2 | CSCCC1Nc2ccc(S(=O)(=O)N3CCOCC3)cc2NC1=O (stereo not given) | -5% | 11% | 10%
3 | CC(=O)N1CCCc2cc(S(=O)(=O)N(C)CC(=O)Nc3ccc(F)c(Cl)c3)ccc21 | 10µM* | -1% | 21µM*
4 | Cc1cc(C)n(CCC(=O)Nc2cccc(F)c2)n1 | 3% | 0% | ?
5 | Cc1ccc(CC2CC(=O)N(CCc3ccccc3)C2=O)cc1 (stereo not given) | 6% | -3% | -19%
6 | CC(=O)Nc1ccc(C(=O)CN2C(=O)NC3(CCCc4ccccc43)C2=O)c(F)c1 (stereo not given) | 8% | 2% | -21%
7 | Cc1cccc(C(=O)NC(=O)Nc2ccc(-n3nc(C(F)(F)F)cc3C(F)(F)F)cc2)c1 | -10% | 2% | -26%
8 | Cc1cc(N2CCN(C)CC2)nc(-c2ccccc2O)n1 | 5% | 0% | 11%
9 | OCCCn1c(C2CCCN2c2nc(-c3ccc(F)cc3)cs2)nc2cc(Cl)c(N3CCCCC3)cc21 (stereo not given) | ? | nt | 21µM*
10 | CN(C(=O)CSc1nc2c(c(=O)[nH]1)CCCC2)c1ccccc1 | 9.2µM* | 9% | -28%
11 | Cc1ccc(C(C(=O)NC2CCCC2)N(Cc2ccco2)C(=O)CCC(=O)Nc2cc(C)on2)cc1 (stereo not given) | -7% | 3% | -10%
12 | CCCC(=O)Nc1nc(-c2ccc(Cl)s2)cs1 | 16µM* | -1% | 5.8µM*
13 | COc1cccc(CN2CC(C(=O)NCC3CCOCC3)CCC2=O)c1 (stereo not given) | -5% | 1% | 14%
14 | C=CCn1c(-c2c(C)nc3cc(C)ccn23)n[nH]c1=S | 3% | 3% | -4%
15 | O=C(NCC(=O)N(c1ccccc1F)C(C(=O)NC1CCCC1)c1ccncc1)c1ccco1 (stereo not given) | 1% | nt | 5%
16 | CCOc1ccccc1N(CC(=O)Nc1cccnc1)S(C)(=O)=O | 2% | -5% | 6%
17 | Cc1cccc(C)c1NC(=O)C(C)Sc1n[nH]c(-c2ccncc2)n1 (stereo not given) | -20% | 7%[0.0935 µM] | -19%
18 | COCCN(C(=O)c1cc(Cl)nc2ccccc12)c1c(N)n(Cc2ccccc2)c(=O)[nH]c1=O | -24% | 2% | 6%
19 | CC(c1ccccc1)n1c(Br)nc2c1c(=O)[nH]c(=O)n2C (stereo not given) | -2% | nt | -11%
20 | COC(=O)c1cc(NC(=O)/C=C/c2ccc3c(c2)OCO3)cc(C(=O)OC)c1 | ? | 2% | ?
21 | Cc1cc(C(=O)CN2C(=O)NC(CCS(C)(=O)=O)C2=O)c(C)n1C1CC1 (stereo not given) | 18µM* | 2% | 5.8µM*
22 | Cc1cc(NC(=O)c2cccc([N+](=O)[O-])c2)n(-c2ccccc2)n1 | -16% | 0% | -19%
23 | Cc1cccc2sc(N(CCN(C)C)C(=O)c3ccc4c(c3)OCCO4)nc12 | ? | 8% | ?
24 | Cc1cc(-c2nnc(SCC(=O)Nc3cccc(F)c3)n2N)n[nH]1 | -12% | 3% | -6%
25 | O=C(CNC(=S)N(Cc1ccc(F)cc1)C1CCCCC1)NCC1CCCO1 (stereo not given) | 10% | 3% | 11%

Gathered by group, those above with an aryl thioether with sulfur outside any ring.
entry | compound | TDP1 cell CPT | TDP1 inh | TDP1 cell noCPT
10 | CN(C(=O)CSc1nc2c(c(=O)[nH]1)CCCC2)c1ccccc1 | 9.2µM* | 9% | -28%
17 | Cc1cccc(C)c1NC(=O)C(C)Sc1n[nH]c(-c2ccncc2)n1 (stereo not given) | -20% | 7%[0.0935 µM] | -19%
24 | Cc1cc(-c2nnc(SCC(=O)Nc3cccc(F)c3)n2N)n[nH]1 | -12% | 3% | -6%

Carrying on:
entry | compound | TDP1 cell CPT | TDP1 inh | TDP1 cell noCPT
26 | COc1ccc(C(=O)Nc2cccc(C(C)=O)c2)c(OC)c1OC | -29% | -4% | ?
27 | COc1ccc(C(=O)N(Cc2cc(OC)c(OC)c(OC)c2)C2CCS(=O)(=O)C2)cc1Cl (stereo not given) | -11% | 4% | -13%
28 | COC(=O)c1cc2sccc2n1CC(=O)Nc1ccc(OC)c(OC)c1 | -17% | -2% | -16%
29 | COc1ccc(N(Cc2cc3ccccc3[nH]c2=O)S(=O)(=O)c2ccc(OC)cc2)cc1 | ? | 2% | ?
30 | CC(C)(C)C(=O)NCCc1nc2ccccc2n1CCCCOc1ccccc1 | ? | 4% | 16µM*
31 | CC(C)=NNC1=NC(C)(C)Cc2ccccc21 | 3% | nt | -3%
32 | CCC(=O)Nc1ccccc1Oc1ccccc1 | -3% | 1% | ?
33 | COc1cc(C2=NOC(C(=O)NCc3ccccn3)C2)cc(OC)c1OC (stereo not given) | -27% | 2% | ?
34 | COc1ccc(-c2nc3cnc(OC)nc3n(Cc3cccs3)c2=O)cc1 | 4% | nt | ?
35 | Cc1ccc2c(c1)-c1c(c(C(=O)N3CCN(c4cc(Cl)ccc4C)CC3)nn1C)CS2 | ? | 11% | 18µM*
36 | Cn1c(=O)c2c(nc(SCc3ccccc3F)n2C)n(C)c1=O | -1% | 1% | -17%
37 | COc1cccc(OC)c1C(=O)NC(=O)NNc1cc(C(F)(F)F)cc(C)n1 | -1% | 3% | 7%
38 | Cc1cccc(N2CCN(C(=S)c3ccc(-c4ccccc4[N+](=O)[O-])o3)CC2)c1 | ? | 11% | ?
39 | Cc1cccc(N2CCN(C(=O)CSc3nc4ccccc4nc3N3CC(C)OC(C)C3)CC2)c1C (stereo not given) | 2.1µM* | 1% | 4.1µM*
40 | O=C(Nc1ccccc1C(=O)Nc1ccccn1)c1cccc([N+](=O)[O-])c1 | -19% | -10% | ?
41 | CCOC(=O)CSc1nnc2c3ccccc3n(CC)c2n1 | -6% | nt | 4%
42 | O=C(CSc1nc(C(F)(F)F)cc(=O)[nH]1)N1CCOCC1 | 12% | 7%[0.505 µM] | -10%
43 | CCCC[C@@H]1CNC(=S)N1CCCc1cc(OC)c(OC)c(OC)c1 | ? | 3% | ?
44 | CC(C)c1ccc(C(=O)N2CCCCC2c2cc(C(=O)NCc3cccnc3)no2)cc1 (stereo not given) | ? | nt | ?
45 | O=C(O)CCCNc1c(C(=O)Nc2ccc(Cl)cc2)cc([N+](=O)[O-])cc1[N+](=O)[O-] | 11% | 3% | -19%
46 | Cc1cc(C(c2ccc(C)o2)c2ccc(C)o2)c(O)c([N+](=O)[O-])c1 | -25% | 11% | ?
47 | Cc1ccc(S(=O)(=O)/N=C(\c2ccc(F)cc2)n2c(C)nc3ccccc32)cc1 | -4% | 0% | -21%
48 | O=C(NNS(=O)(=O)c1ccccc1)C1CCN(S(=O)(=O)c2ccc(Cl)cc2)CC1 | ? | 0% | -16%
49 | C=CCn1c(SCC(=O)NC)nc2sc3c(c2c1=O)CCC3 | -5% | -2% | -26%
50 | Cc1ccc(CN2CCN(/N=C/c3ccc(C(F)(F)F)cc3)CC2)cc1 | ? | 5% | ?

A portion from the list above:
entry | compound | TDP1 cell CPT | TDP1 inh | TDP1 cell noCPT
47 | Cc1ccc(S(=O)(=O)/N=C(\c2ccc(F)cc2)n2c(C)nc3ccccc32)cc1 | -4% | 0% | -21%
48 | O=C(NNS(=O)(=O)c1ccccc1)C1CCN(S(=O)(=O)c2ccc(Cl)cc2)CC1 | ? | 0% | -16%
49 | C=CCn1c(SCC(=O)NC)nc2sc3c(c2c1=O)CCC3 | -5% | -2% | -26%
50 | Cc1ccc(CN2CCN(/N=C/c3ccc(C(F)(F)F)cc3)CC2)cc1 | ? | 5% | ?

Next part:
entry | compound | TDP1 cell CPT | TDP1 inh | TDP1 cell noCPT
51 | Cc1ccccc1OCC(=O)Nc1ccc2c(c1)n(C)c(=O)n2C | ? | -8% | 15µM*
52 | Cc1ccc([C@H]2C[C@@H](n3cc(-c4ccc(F)cc4)nn3)[C@H](O)CN2C(=O)C2CCCCC2)cc1 | 4% | nt | ?
53 | CN(C(=O)CN1C(=O)c2cccc(N)c2C1=O)C1CCCCC1 | -7% | 0% | 8%
54 | CCCCOc1ccc(C(C)NC(=O)C2CCCN(S(=O)(=O)CCC)C2)cc1 (stereo not given) | 12µM* | 0% | 16µM*
55 | CCOc1ccc(N2C(=O)/C(=C\c3ccc(OC)c(O)c3)S(=O)(=O)C2c2cccc([N+](=O)[O-])c2)cc1 (stereo not given) | -28% | 1% | ?
56 | CCOC(=O)C1(C)CCCN1C(=O)c1cncc(Br)c1 (stereo not given) | 2% | nt | -7%
57 | CCC(=O)N1c2ccccc2CC1C(=O)NCCc1cc(OC)c(OC)c(OC)c1 (stereo not given) | -16% | 1% | -14%
58 | O=C(NCc1ccccn1)C1CCN(S(=O)(=O)c2cnc[nH]2)CC1 | -4% | 4% | 0%
59 | Cc1occc1C(=O)Nc1nn[nH]n1 | 17% | 2% | -2%
60 | CCOc1ccc(NC(=O)Cn2nnc(C(=O)OC)c2C(=O)OC)cc1 | 12% | 2% | -6%
61 | Cc1nn(-c2ccccc2)c2sc(C(=O)N(CC(=O)NC3CCCC3)Cc3ccco3)cc12 | ? | -2% | 16µM*
62 | Cc1noc(C)c1C(=O)NCC(=O)Nc1ccccc1Br | -10% | 0% | 3%
63 | Cc1ccccc1CS(=O)(=O)Cc1ccc(C(=O)NCCCN2CCCC2=O)o1 | -2% | -2% | 3%
64 | CCOc1cc(/C=N/O)ccc1OCc1ccc([N+](=O)[O-])cc1 | ? | 6% | -29%
65 | CCc1nc2ccc(C(=O)Nc3cccc(OCC(=O)N(C)C)c3)cn2c1N(CCC(C)C)CCN(C)C | 0% | nt | -14%
66 | COc1ccccc1NC(=O)CCC(=O)N(Cc1ccc(OC)c(OC)c1)c1nccs1 | 0% | 4% | -9%
67 | Cc1nc(N)sc1C(=O)N/N=C/c1cccnc1 | -14% | 5% | -14%
68 | Cc1ccc(C(=O)COC(=O)CN2C(=O)C3C4C=CC(C4)C3C2=O)cc1C (stereo not given) | -9% | 3% | -1%
69 | C=CCN(C(=O)c1csnn1)C(C(=O)NC1CCCC1)c1ccc(OC)cc1 (stereo not given) | 1% | nt | -23%
70 | O=C(NCc1ccccc1)C(c1ccccc1)n1c(=O)c(-c2cc3ccccc3[nH]2)nc2ccccc21 (stereo not given) | ? | nt | 21µM*
71 | COc1ccccc1C1SCCN1C(=O)c1ccc([N+](=O)[O-])cc1 (stereo not given) | -8% | 8% | 5%
72 | C=CCNC(=S)NNC(=O)C(CCC(C)C)CC(C)O (stereo not given) | 6% | 4% | -22%
73 | CC(=O)c1cccc(NC(=O)CC2S/C(=N/N=C/c3cccs3)NC2=O)c1 (stereo not given) | -5% | -4% | 3%
74 | COc1ccccc1CC(=O)Nc1ccc([N+](=O)[O-])cc1OC | -28% | 0% | -1%
75 | CC(=O)Nc1ccc2c(c1)ncn2C1CCCCC1 | -2% | nt | -2%

Values in list order from above:
TDP1 cell CPT, nos. 67–70 → -14%, -9%, 1%, ?

Quoted from the listing.
Value for no. 57 under TDP1 cell noCPT: -14%
Value for no. 73 under TDP1 inh: -4%
Value for no. 52 under TDP1 cell CPT: 4%
Value for no. 74 under TDP1 cell CPT: -28%
Value for no. 75 under TDP1 cell noCPT: -2%
Value for no. 70 under TDP1 cell noCPT: 21µM*
Value for no. 59 under TDP1 inh: 2%

Later entries:
entry | compound | TDP1 cell CPT | TDP1 inh | TDP1 cell noCPT
76 | COc1ccccc1NC(=O)c1cc(N2C(=O)C3C4CCC(C4)C3C2=O)ccc1Cl (stereo not given) | 4% | -4% | 4%
77 | CC(C)NC(=O)C1(C)CCN1C(=O)c1ccccc1Oc1ccccc1 (stereo not given) | ? | nt | -22%
78 | CSc1ncccc1C(=O)OCc1ccc(C#N)cc1 | 6% | -5% | -6%
79 | CC(C(=O)N(C)C1CCCCC1)N1CCC(C(N)=O)CC1 (stereo not given) | -9% | 9% | 0%
80 | CCOC(=O)C1(Cc2cccc(OC)c2)CCCN(C(=O)c2cc(C)on2)C1 (stereo not given) | ? | 4% | -34%
81 | CN1N=C(C(C)(C)C)CSC1=Nc1ccccc1 | 2% | 0% | ?
82 | COc1cc(CCCN2CCNC[C@H]2Cc2cccc3ccccc23)cc(OC)c1OC | ? | -6% | ?
83 | CC(O)CN(CCC(N)=O)CCC(N)=O (stereo not given) | 8% | -2% | 23%
84 | Cc1ccc(NC(=O)CN(C)C(=O)c2ccc(OCc3cn4ccccc4n3)cc2)cc1 | ? | 2% | -22%
